SENP8 block-1: human SENP8 protease inhibitors, primary screen, biochemical, fluorescence, Nedd8 protein substrate, uHTS; Sentrin-specific protease 8 (Homo sapiens), Q96LD8; recombinant SENP8; inhibition, % at 20 µM; actives 0.64% (n = 360,000); AID 602440, 2012; in the data active means inhibition mostly above about 40%, no sharp cut-off; inactive means mostly below about 27%
HKDC1 inh: HKDC1 hexokinase inhibitors, primary screen, biochemical, fluorescence, uHTS. recombinant HKDC1, G6PDH/diaphorase resazurin coupled fluorescence. inhibition, % at 20 µM. actives 0.16% (n = 340,000). AID 493160, 2011;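 active means inhibition above about 35% when tested at 20 µM, limit read from the data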;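 further: plate controls were DMSO wells with enzyme for no effect and DMSO wells lacking enzyme for full effect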
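Test system: recombinant HKDC1 (HK5) hexokinase enzyme, produced in-house; Amount: enzyme 5 µg/mL final; Buffer or medium: Tris pH 8.0 buffer with MgCl2, Tween-20, BSA, BME; Reagent: glucose and ATP substrates; Doses: 20 µM test compound, 1% DMSO; Incubation: 90 min reaction incubation at room temperature, dark; Detection: resorufin fluorescence at 613 nm.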
Apaf1 inhib: inhibitors of human Apaf-1 apoptosome, primary screen, biochemical, DEVD-Rh110 fluorescence, uHTS; inhibition, % at 20 µM; reconstituted apoptosome caspase-3 activity; actives 0.71% (n = 330,000); active means inhibition of at least 40% at 20 µM;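 further: plate controls were DMSO wells for no effect and DEVD-CHO caspase inhibitor wells for full effect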
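System: reconstituted apoptosome with Apaf-1, cytochrome c, caspase-9, procaspase-3, dATP; Signal: Rh110 fluorescence intensity; Schedule: 30 min compound preincubation, 50 min activation, room temperature; Reagent: cytochrome c trigger plus (Z-DEVD)2-Rh110 caspase-3 substrate.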
SENP7 inh: SENP7 protease inhibitors, primary screen, biochemical, luminescence, uHTS. recombinant SENP7, Z-RLRGG-aminoluciferin luminescence, 40 min. inhibition, % at 5 µM. actives 1.5% (n = 330,000);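 active means inhibition above about 50% at the single test dose, limit read from the data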;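 further: plate controls were DMSO with enzyme for no effect and no enzyme buffer wells for full effect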
Target sequence (Q9BQF6 706-1050 limits assumed): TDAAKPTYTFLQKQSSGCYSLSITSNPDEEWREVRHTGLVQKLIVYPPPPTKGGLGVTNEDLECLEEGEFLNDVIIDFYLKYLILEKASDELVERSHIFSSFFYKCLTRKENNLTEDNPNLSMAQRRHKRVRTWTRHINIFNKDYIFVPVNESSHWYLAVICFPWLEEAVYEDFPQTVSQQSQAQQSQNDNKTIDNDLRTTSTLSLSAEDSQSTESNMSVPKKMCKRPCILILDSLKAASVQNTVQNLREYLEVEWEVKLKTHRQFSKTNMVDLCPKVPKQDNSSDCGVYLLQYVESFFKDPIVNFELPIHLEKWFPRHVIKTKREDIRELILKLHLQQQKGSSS
SENP1 FRET inh: human SENP1 catalytic domain inhibitors, primary screen, biochemical, FRET, uHTS | actives 0.21% (n = 360,000) | Sentrin-specific protease 1 (Homo sapiens), Q9P0U3 | recombinant SENP1 catalytic domain, CyPet-SUMO1-YPet FRET cleavage | inhibition, % at 10 µM;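 active means inhibition at least 30% at 10 µM, raw YFP signal under a set limit, fluorescence ratio 0.5 to 1.5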;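 further: 0% = enzyme with DMSO and 100% = no enzyme wells; some results filed as inactive read as strong as hits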
Target sequence (Q9P0U3 419-644 limits assumed): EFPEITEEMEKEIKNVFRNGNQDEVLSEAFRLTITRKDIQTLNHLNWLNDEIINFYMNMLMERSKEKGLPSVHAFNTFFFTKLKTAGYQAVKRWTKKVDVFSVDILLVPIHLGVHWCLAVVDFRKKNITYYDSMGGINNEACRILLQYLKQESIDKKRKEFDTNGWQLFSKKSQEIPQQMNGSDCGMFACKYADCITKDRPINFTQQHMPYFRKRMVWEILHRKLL
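Compound: 10 µM single point, 0.5% DMSO; Test system: hSENP1 catalytic domain, recombinant; Timing: 50 min reaction at room temperature; Technique: FRET, CFP and YFP emission; Control set: no-enzyme wells low, DMSO-plus-enzyme wells high control.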
PfGluPho inh: PfG6PD enzyme inhibitors, primary screen, biochemical, fluorescence intensity, uHTS. PfGluPho enzyme, NADPH resazurin-diaphorase fluorescence. actives 0.78% (n = 350,000). inhibition, % at 20 µM. glucose-6-phosphate dehydrogenase-6-phosphogluconolactonase (Plasmodium falciparum 3D7);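 active means inhibition reaching at least a set limit at 20 µM in the primary screen, cut at about 59% in these data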;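 further: 0% = DMSO wells with substrate and 100% = DMSO wells lacking glucose-6-phosphate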
SENP8 block-2: SENP8 protease inhibitors, primary screen, biochemical, luminescence; Sentrin-specific protease 8 (Homo sapiens), Q96LD8; purified SENP8, Z-RLRGG-aminoluciferin cleavage; inhibition, % at 10 µM; actives 1.2% (n = 330,000); AID 2540, 2010; in the data active means inhibition above about 50%
SENP6 block: SENP6 protease inhibitors, primary screen, biochemical, luminescence, uHTS. Sentrin-specific protease 6 (Homo sapiens), Q9GZR1. inhibition, % at 10 µM. Recombinant SENP6 catalytic domain, aminoluciferin luminescence. actives 1.8% (n = 330,000);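 active means inhibition above about 50% at the single tested dose, limit read from the data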;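 further: plate controls were DMSO wells with enzyme for no effect and DMSO wells lacking enzyme for full effect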
Target sequence (Q9GZR1 628-1112 limits assumed): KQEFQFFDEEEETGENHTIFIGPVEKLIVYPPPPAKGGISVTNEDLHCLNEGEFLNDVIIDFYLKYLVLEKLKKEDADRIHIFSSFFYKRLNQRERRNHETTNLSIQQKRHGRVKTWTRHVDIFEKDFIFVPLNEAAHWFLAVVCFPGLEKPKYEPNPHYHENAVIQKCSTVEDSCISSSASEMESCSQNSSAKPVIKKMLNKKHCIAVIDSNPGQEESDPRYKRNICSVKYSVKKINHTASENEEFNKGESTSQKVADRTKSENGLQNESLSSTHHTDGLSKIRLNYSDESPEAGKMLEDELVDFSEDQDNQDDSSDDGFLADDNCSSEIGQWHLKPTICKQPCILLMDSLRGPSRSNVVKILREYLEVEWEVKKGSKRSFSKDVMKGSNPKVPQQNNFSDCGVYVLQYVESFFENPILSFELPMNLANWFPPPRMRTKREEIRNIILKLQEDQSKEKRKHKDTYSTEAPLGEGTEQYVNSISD
The depositor's hits bear a star; / = not tested or not shown. Random draw from the library, and some 3.6% of all compounds hit somewhere here.

SMILES	SENP8 block-1	HKDC1 inh	Apaf1 inhib	SENP7 inh	SENP1 FRET inh	PfGluPho inh	SENP8 block-2	SENP6 block
O=C1C(=O)N(Cc2cccnc2)C(c2ccccn2)/C1=C(/O)c1ccccc1 (stereo unspecified)	30	-5	-3	-4	0	5	2	-2
CC(=O)Nc1nc(CC(C)C)cc(-c2ccccc2)c1C#N	-1	-2	-4	-1	0	-4	-4	-6
O=C(COC(=O)CNC(=O)c1ccc(Cl)c([N+](=O)[O-])c1)NCC1CCCO1 (stereo unspecified)	10	-1	2	2	1	5	2	-8
CCOC(=O)COc1coc(CN2CCN(c3cccc(Cl)c3)CC2)cc1=O	-1	-4	1	-6	3	-6	3	13
Cc1cc(C(=O)NC(C)C2CC2)c(Cl)cc1Cl (stereo unspecified)	16	-8	-4	0	1	-14	-15	-4
CCOC(=O)CC1NCCc2c1[nH]c1ccc(OC)cc21 (stereo unspecified)	11	5	6	-16	-1	11	-1	-28
O=C(NC1CCCc2ccccc21)c1ccc(Cl)nc1 (stereo unspecified)	4	-7	13	9	4	10	-13	-19
COc1cc2c(cc1OC)CN(CC(=O)NC(=O)NC1CCCCC1)CC2	-246	0	22	5	-29	8	10	12
Cc1cccc(C(=O)Nc2nnc(-c3ccncc3)o2)c1	-42	-3	6	-5	-1	9	2	-19
CCN(CC)c1ccc2cc(-c3nc4ccccc4n3C)c(=O)oc2c1	-319	-2	/	/	-33	2	/	/
Cc1ccnc(NS(=O)(=O)c2ccc(NC(=O)c3c(-c4ccccc4Cl)noc3C)cc2)n1	15	-2	4	-8	-1	-11	2	-8
OC(CNCCC1C=Nc2ccccc21)Cn1c2ccc(Cl)cc2c2cc(Cl)ccc21 (stereo unspecified)	-8	10	/	/	0	15	/	/
CC(C)CCN1C(=O)c2ccc(C(=O)NCC3CCCO3)cc2C1=O (stereo unspecified)	20	-8	0	-6	3	9	-4	-2
CC(C)CC(=O)Nc1nnn(C)n1	13	-8	-2	-4	0	0	-13	-17
O=C(COC(=O)c1ccc2c(c1Cl)C(=O)c1ccccc1C2=O)NC1CCCCC1	9	9	12	2	3	-9	3	-5
O=C(CNS(=O)(=O)c1ccccc1Br)OCC(=O)N1CCc2ccccc21	4	1	-11	-3	-1	-8	0	3
CCCCN1C(=O)C2C(c3ccc(OC)cc3O)NC(CC(C)C)(C(=O)O)C2C1=O (stereo unspecified)	6	-5	-1	-6	-3	1	-2	-17
CN(C(=O)n1cnc2ccccc21)c1ccccc1	13	-6	-1	-3	2	4	-5	-10
Cc1ccc(SCC(=O)Nc2ccccc2C(=O)O)cc1	-2	-1	0	24	-2	6	7	5
NC(=O)c1ccccc1N/C=C/C(=O)c1ccccc1	-286	3	7	91*	-51	6	88*	94*
Cc1cccc(NC(=O)C2CCN(S(=O)(=O)c3cccc4nsnc34)CC2)n1	19	-1	-7	-2	3	-12	-6	-19
CSc1ccccc1NC(=S)N/N=C/c1cccn1Cc1cccc(C)c1	16	-11	-1	1	3	8	7	8
Cc1ccc(Cn2ccc(NC(=O)c3noc4c3CCCC4)n2)cc1	14	-6	18	-16	-1	5	-9	-17
O=C(CNC(=S)N(CCCN1CCOCC1)Cc1cccs1)N1CCOCC1	20	-8	-3	1	4	-19	-5	5

Four entries from above, arranged by heavy-atom count, rising:
SMILES	SENP8 block-1	HKDC1 inh	Apaf1 inhib	SENP7 inh	SENP1 FRET inh	PfGluPho inh	SENP8 block-2	SENP6 block
CC(C)CC(=O)Nc1nnn(C)n1	13	-8	-2	-4	0	0	-13	-17
NC(=O)c1ccccc1N/C=C/C(=O)c1ccccc1	-286	3	7	91*	-51	6	88*	94*
Cc1ccc(SCC(=O)Nc2ccccc2C(=O)O)cc1	-2	-1	0	24	-2	6	7	5
CSc1ccccc1NC(=S)N/N=C/c1cccn1Cc1cccc(C)c1	16	-11	-1	1	3	8	7	8

Later entries:
SMILES	SENP8 block-1	HKDC1 inh	Apaf1 inhib	SENP7 inh	SENP1 FRET inh	PfGluPho inh	SENP8 block-2	SENP6 block
O=C(Cn1c(=S)[nH]c2ccccc2c1=O)N1CCc2ccccc2C1	1	0	-6	2	1	11	3	-19
O=[N+]([O-])c1nn(-c2ccccc2)n(O)c1=NC1CCN(Cc2ccccc2)CC1	19	0	-4	-9	2	-2	1	4
CN(CC(=O)Nc1cccc(Cl)c1)C1=NS(=O)(=O)c2ccccc21	8	3	-9	1	1	-1	-13	7
O=C(NC1CCCCC1)c1cc(C2CC2)nn1-c1ccccc1	13	-3	16	11	2	24	5	-12
COc1ccc(NC(=O)CSc2ccc(NC(C)=O)cc2)cc1S(=O)(=O)N1CCOCC1	16	-8	-4	6	-1	-3	5	16
Cc1[nH]c2ccccc2c1-c1nc(N)sc1C	9	3	3	-3	0	20	-8	-2
CCOC(=O)C1=C(C)N(CCCC(=O)NCc2ccc3c(c2)OCO3)C(=O)NC1c1ccc(Br)cc1 (stereo unspecified)	/	-6	15	14	/	7	-8	-13
CCN1CCN(S(=O)(=O)c2cc3c(cc2Cl)NC(=O)CO3)CC1	10	-7	3	14	3	-8	-7	-8
Cc1ccc(NC(=O)COC(=O)c2ccc([N+](=O)[O-])o2)cc1S(=O)(=O)N1CCCCCC1	33	-4	8	-10	1	14	-2	20
COc1ccc(OC(C)C(=O)NCCc2nc3ccccc3[nH]2)cc1 (stereo unspecified)	13	9	4	2	-2	3	2	-19
Nc1nc(-c2ccccc2)c(-c2ccccc2)n1N	-46	-5	13	-4	54	-17	-6	-25
O=C(CSc1ccccc1)NCc1ccccc1	14	-7	-8	0	2	-9	-1	-5
CCNc1nc(NCC)n2c(SC(C(=O)Nc3cc(C)ccc3OC)c3ccccc3)nnc2n1 (stereo unspecified)	13	-1	24	6	1	-2	-4	10
Cc1ccc2nc(CCc3ccc(N)cc3)[nH]c2c1	-23	-3	-2	-10	-37	2	-7	-15
CCc1ccc(N2CC(C(=O)Nc3ccc(F)cc3)CC2=O)cc1 (stereo unspecified)	-1	-10	11	-4	-1	0	-1	-40
O=C1N=C(N2CCN(c3ccccc3)CC2)SC1Cc1ccccc1 (stereo unspecified)	27	-3	12	-7	4	-15	-11	-11
O=C(O)CCC(=O)N1N=C(c2ccc(Br)cc2)CC1c1cccc(Br)c1 (stereo unspecified)	-27	-2	4	0	2	-17	-10	-3
CC1Cc2ccccc2N1S(=O)(=O)c1cccc(C(=O)NNC(=O)c2ccccc2F)c1 (stereo unspecified)	4	-1	-7	-3	-1	-12	-5	-7
O=C(CCCC(=O)OCC(Cl)=C(Cl)Cl)Nc1ccccc1F	12	-3	-61	1	2	-8	-2	-12
COc1ccc(C(=O)Cn2c(C)nc([N+](=O)[O-])c2Br)cc1	6	14	-9	6	3	-5	0	-12
CC(C)NC(=O)C(c1ccc(F)cc1)N(Cc1ccco1)C(=O)CCC(=O)Nc1ccccn1 (stereo unspecified)	5	-4	0	-4	-2	13	-1	-11
Cc1cnc(C(=O)N2CCc3c([nH]c4ccccc34)C2c2ccc(F)cc2)cn1 (stereo unspecified)	16	-3	8	3	-3	13	6	5
Cn1cccc1CC(=O)N/N=C\c1ccccc1	25	-7	-7	-6	-1	-9	-1	-19
COC(=O)C(NC(=O)c1ccccc1)(Nc1cc(C)cc(C)n1)C(F)(F)F (stereo unspecified)	-2	-1	5	6	-1	-8	4	2
COc1ccccc1NC(=O)C(NC(=O)c1ccc(C)cc1)c1ccccc1 (stereo unspecified)	11	3	6	10	0	-3	-13	-12
Cc1cc(C)n(-c2cc(N3CCN(S(=O)(=O)c4ccc(Cl)cc4)CC3)ccc2[N+](=O)[O-])n1	33	17	11	1	1	8	3	-16
COc1cc(NC(=O)CCc2c(C)noc2C)c(Cl)cc1C(=O)O	-9	-2	-4	-5	0	0	11	-4
Cc1ccc(C(=O)CC(=O)COc2ccc(Cl)cc2)cc1	9	-13	-7	5	2	-10	1	6
COc1ccc(C(N)=O)cc1N	1	-3	-10	3	0	-6	-2	-25
CCOc1ccc(CCNS(=O)(=O)c2cccc3nsnc23)cc1OCC	26	4	-8	2	-1	-14	7	-4
CCn1cc(CN2CCC(C(=O)Nc3cccc(-c4cccc(Cl)c4)c3)CC2)cn1	10	-5	34	-7	-1	8	-11	-15
CN1C(=O)C2(C(C#N)=C(N)N(c3ccc(Cl)cc3)C3=C2C(=O)CC(C)(C)C3)c2ccccc21 (stereo unspecified)	-4	-7	16	4	1	-8	7	-3
CNc1nnc(SCC(=O)N2c3ccccc3NC(=O)CC2C)s1 (stereo unspecified)	12	-3	-6	6	0	3	14	14
COc1ccc(C)cc1NC(=O)C(OC(=O)CNC(=O)c1ccc(Br)cc1)c1ccccc1 (stereo unspecified)	10	19	10	-8	6	-12	-13	-11
CCOC(=O)CCNC(=O)N1CCCC(C(=O)c2cc(C)c(OC)c(C)c2)C1 (stereo unspecified)	8	-1	-19	-1	-1	-1	5	0
COC(=O)c1ccc(NC(=O)CS(=O)(=O)c2ccccc2)cc1	19	8	1	-9	-2	-2	-6	5

Among those listed so far, these have a cyano group.
SMILES	SENP8 block-1	HKDC1 inh	Apaf1 inhib	SENP7 inh	SENP1 FRET inh	PfGluPho inh	SENP8 block-2	SENP6 block
CC(=O)Nc1nc(CC(C)C)cc(-c2ccccc2)c1C#N	-1	-2	-4	-1	0	-4	-4	-6
CN1C(=O)C2(C(C#N)=C(N)N(c3ccc(Cl)cc3)C3=C2C(=O)CC(C)(C)C3)c2ccccc21 (stereo unspecified)	-4	-7	16	4	1	-8	7	-3

Next part.
SMILES	SENP8 block-1	HKDC1 inh	Apaf1 inhib	SENP7 inh	SENP1 FRET inh	PfGluPho inh	SENP8 block-2	SENP6 block
Cc1noc(C)c1COc1ccc(C(=O)N2CCN(S(=O)(=O)c3ccc(Cl)cc3)CC2)cc1	12	-14	14	9	0	3	-6	-7
Cc1cccn2c(=O)c(C=O)c(N3CCSCC3)nc12	-14	0	-5	-8	-2	-16	6	5
Cc1ccc2nc(NC(=O)C3CCN(S(=O)(=O)c4cnc[nH]4)CC3)sc2c1	14	-2	-33	-1	1	-8	1	-9
CC(=O)NCC1CCCN(C(=O)c2ccc(OC3CCN(Cc4ccccn4)CC3)cc2)C1 (stereo unspecified)	-1	2	-3	-21	1	8	-13	1
O=CN1CCN(C(=O)c2ccc([N+](=O)[O-])cc2)CC1	20	16	-6	-7	0	6	0	-4
Cc1cccn2c(=O)c3cc(C#N)c(=O)n(-c4c(C)n(C)n(-c5ccccc5)c4=O)c3nc12	-52	2	-3	5	-99	-5	2	20
COc1ccccc1NC(=O)Nc1nc(CC(=O)Nc2cc(F)ccc2F)cs1	-75	-5	2	-1	-35	17	7	-6
CCN(CC)c1ccc(S(=O)(=O)N2CCOCC2)cc1NC(=O)COC(=O)c1ccco1	-2	-6	4	-1	1	4	4	5
COCCCNC(=O)CC1C[C@H](C(=O)N(C(C)C)C(C)C)[C@@]2(C)c3[nH]c4ccccc4c3CCN2C1=O (stereo partly specified)	0	-11	-13	3	0	11	0	3

Screening results: PubChem BioAssay, Sanford-Burnham Center for Chemical Genomics
